Screening results from PubChem BioAssay.
MBNL1 CUG block: blocks human MBNL1 binding to CUG repeat RNA; Q9NR56; TR-FRET MBNL1-His/biotin-(CUG)12 binding, 665/545 ratio; Potency, µM (doses to about 57.5 µM), without a hit: top-dose activity change, negative = inhibition, actives largely listed as inhibitors; 280,000 compounds, 0.036% hits; AID 2675; active = well fitted inhibition curve with a large enough effect in the signal ratio, with a control signal flat, not every such curve was filed as active; inconclusive = small, poorly fitted or top-dose-only effect, or effect the other way, or a change in a side signal; inactive = no such curve, though single readings can be large or run the other way; the % refers to the signal ratio; note: % is set by controls: 0 for no effect and ±100 for the full control effect
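Inhibition of protein-RNA binding appears as loss of TR-FRET between terbium anti-His antibody on MBNL1-His and streptavidin-XL665 on biotin-(CUG)12. Activity is normalized to buffer-only and uninhibited-complex controls.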
p53 reactivation: restores transcriptional activity of mutant p53 | H1299 p53-A138V BP100-luciferase reporter, luminescence, 24 h | Potency, µM (series often up to 92.2 µM), without a hit: at the highest dose activity change, positive = activation, usual class: activators | 320,000 compounds, 0.063% hits; note: % of control where 0% means no effect; nearly all actives have a fitted effect of over 45% in size
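p53-null H1299 cells stably carrying temperature-sensitive p53-A138V and a BP100-luciferase reporter were pinned with compounds (4-point, 1:5 series) and held 24 hrs at 37 deg C. Luminescence was read 10 min after detection reagent.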
ELG1 genotox: induces genotoxicity in HEK293T cells with luciferase-tagged ELG1; 330,000 compounds, 1.3% hits; HEK293T ELG1-luciferase reporter, luminescence, 16 h; Potency, µM (series often up to 46 µM), for the others: top-dose activity change, positive = activation, usual class: activators; note: % of control where 0% means no effect; nearly all actives have a fitted effect of over 60% in size
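Step 1: seed 2,000 HEK293T ELG1-luciferase cells per well. Step 2: add compound or DMSO, incubate 16 hr at 37 °C. Step 3: ONE-Glo, 30 min at room temperature, read luminescence.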
VP16 counter: counter-screen for ROR gamma inhibitors: Gal4-VP16 reporter; 310,000 compounds, 3.5% hits; Potency, µM (series often up to 53.6 µM), without a hit: at the top dose activity, negative = inhibition, most hits filed as inhibitors; Drosophila S2 Gal4-VP16 UAS-luciferase, luminescence, 20 h;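 note: Gal4-VP16 expression switched on by copper sulfate through the metallothionein promoter; % is set by controls: 0 for no effect and ±100 for the full control effect; nearly all actives have a fitted effect of over 50% in size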
BRCA1 expr act: activators of BRCA1 expression; MCF7-BRCA1-FFLuc reporter, luminescence, 48 h; response scale: scaled: vehicle 0%, 10 µM genistein 100%; Potency, µM (top dose mostly 46.1 µM), for the others: at the highest dose activation, most hits filed as activators; 380,000 compounds, 1.1% hits; note: nearly all actives have a fitted effect of over 80% in size; some results filed as inactive show a strong effect at the top dose
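Activators of BRCA1 expression were detected as increased firefly luciferase luminescence in engineered MCF7 cells after 48 h compound incubation. Signals were scaled to genistein 10 microM as full activation.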
uPA generation: blocks generation of uPA at the cell surface | AID 540303 | Potency, µM (highest dose often 38.3 µM), for inactives: at the highest dose activity change, negative = inhibition, usual class: inhibitors | cell surface uPA generation assay, qHTS | 330,000 compounds, 0.31% hits; active = well fitted inhibition curve with a large enough effect; inconclusive = small, poorly fitted or top-dose-only effect; inactive = no such curve, though single readings can be large or run the other way; tested in mouse RAW 264.7 cells; note: % is set by controls: 0 for no effect and ±100 for the full control effect; nearly all actives have a fitted effect of over 55% in size
NPC1 prom act: activators of NPC1 promoter; AID 485313; Potency, µM (doses to about 9.22 µM), for the others: at the highest dose activation, most hits filed as activators; 320,000 compounds, 2.4% hits; Huh7 NPC1 promoter luciferase reporter, 24 h;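 note: % of control where 0% means no effect; nearly all actives have a fitted effect of over 60% in size; reporter is driven by a mutant NPC1 promoter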
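Luciferase expression driven by the NPC1 promoter was measured in stably transfected Huh7 cells after a 24 h compound incubation, using a luciferase reagent and a luminescence read.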
RORg inh: ROR gamma (mouse) transcription inhibition | 310,000 compounds, 5.4% hits | Potency, µM (highest dose often 53.6 µM), inactives show at the top dose activity change, negative = inhibition, most hits filed as inhibitors | Drosophila S2 Gal4-RORgamma UAS-luciferase reporter, 20 h | AID 2551; note: % is set by controls: 0 for no effect and ±100 for the full control effect; nearly all actives have a fitted effect of over 60% in size
Target sequence (P51450 whole entry, looked up, the tested form may be a part): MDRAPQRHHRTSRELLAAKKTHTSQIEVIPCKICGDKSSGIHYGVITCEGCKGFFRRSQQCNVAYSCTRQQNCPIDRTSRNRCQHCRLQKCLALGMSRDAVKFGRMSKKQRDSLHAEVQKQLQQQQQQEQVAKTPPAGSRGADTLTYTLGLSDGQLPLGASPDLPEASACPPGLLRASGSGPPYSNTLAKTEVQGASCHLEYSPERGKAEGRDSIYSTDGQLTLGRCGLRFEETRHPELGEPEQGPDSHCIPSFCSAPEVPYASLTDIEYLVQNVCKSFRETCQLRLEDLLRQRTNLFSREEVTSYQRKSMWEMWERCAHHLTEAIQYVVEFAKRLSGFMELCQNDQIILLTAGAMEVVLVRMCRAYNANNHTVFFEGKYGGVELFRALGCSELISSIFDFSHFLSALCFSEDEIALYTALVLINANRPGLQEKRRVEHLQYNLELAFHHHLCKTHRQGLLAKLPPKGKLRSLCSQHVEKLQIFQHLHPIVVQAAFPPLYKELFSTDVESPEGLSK
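ROR gamma transcriptional activity was tracked as Gal4-UAS luciferase output in stably transfected Drosophila Schneider cells, with compound added 1 hr before 700 uM copper sulfate induction and a 20 hr ambient-temperature incubation.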
FLuc counter: firefly luciferase modulation, counter-screen for miR-21 project; P08659; purified FLuc, Km substrates, luminescence inhibition; Potency, µM (titrated, usually from 57.5 µM), for inactives: top-dose activity change, negative = inhibition, usual class: inhibitors; 360,000 compounds, 6.9% hits; AID 588342;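 note: plate controls were vehicle for no effect and reference inhibitor for full effect; nearly all actives have a fitted effect of over 55% in size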
Target sequence (P08659 whole entry, looked up): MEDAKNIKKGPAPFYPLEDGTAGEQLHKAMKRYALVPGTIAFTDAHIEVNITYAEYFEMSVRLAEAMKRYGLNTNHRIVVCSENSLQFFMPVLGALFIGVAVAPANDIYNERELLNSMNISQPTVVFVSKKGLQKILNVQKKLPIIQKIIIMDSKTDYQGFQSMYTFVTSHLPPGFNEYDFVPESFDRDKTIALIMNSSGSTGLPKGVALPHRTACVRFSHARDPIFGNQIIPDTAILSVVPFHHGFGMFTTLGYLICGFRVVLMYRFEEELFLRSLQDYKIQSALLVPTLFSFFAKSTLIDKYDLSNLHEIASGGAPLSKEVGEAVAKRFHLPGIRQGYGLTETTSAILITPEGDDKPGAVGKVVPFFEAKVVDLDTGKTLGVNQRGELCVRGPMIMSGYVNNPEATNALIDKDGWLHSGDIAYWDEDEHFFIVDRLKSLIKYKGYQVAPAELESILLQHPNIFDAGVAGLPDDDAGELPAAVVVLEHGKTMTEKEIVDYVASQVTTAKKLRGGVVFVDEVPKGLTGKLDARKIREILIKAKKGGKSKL
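Purified P. pyralis luciferase, 10 nM final, with Km-level 10 uM D-luciferin and 10 uM ATP in 50 mM Tris acetate pH 7.5, 10 mM Mg acetate, 0.01% Tween-20, 0.05% BSA; 6-point qHTS titration about 60 µM downward; luminescence read.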
Rab9 promoter act: Rab9 promoter activation; Huh7 Rab9 promoter-luciferase reporter, luminescence, 24 h; Potency, µM (titrated, usually from 9.22 µM), without a hit: at the highest dose activation, negative = inhibition, actives largely listed as activators; 320,000 compounds, 2.8% hits; note: % of control where 0% means no effect; nearly all actives have a fitted effect of over 60% in size
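Using Huh7 cells stably transfected with Rab9 promoter–luciferase, compounds were incubated 24 h at 37 °C, 5% CO2; luciferase luminescence was read 10 min after reagent addition.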
The depositor's hits bear a star; u = inconclusive; x = not tested or not shown; & = joins results of further samples; [ ] = another dose, or the depositor's remark. Unless noted, calls come from the whole dose curve; as a rule, active = well fitted curve in the direction sought with a large enough effect; inconclusive = small, poorly fitted or top-dose-only effect, or another doubt; inactive = no such curve, though single readings can be large; an effect the other way counts as inactive or inconclusive. Potency is the fitted concentration of half-maximal effect.

SMILES	MBNL1 CUG block	FLuc counter	p53 reactivation	ELG1 genotox	BRCA1 expr act	Rab9 promoter act	VP16 counter	NPC1 prom act	RORg inh	uPA generation
Cc1noc(NS(=O)(=O)c2ccc(NC(=O)CSc3nc4ccccc4[nH]3)cc2)c1C	-12%	-6%	-1%	0%	1%	0%	1%	1%	15%	8%
CC1CCCN(C(=O)CNS(=O)(=O)c2cccs2)C1 (stereo not given)	7%	-5%	7%	6%	54%	6%	4%	11%	37%	0%
Cc1ccc(C)c(N(CC(=O)NCCSCc2ccco2)S(C)(=O)=O)c1	3%	4%	-22%	0%	12%	-5%	1%	-1%	-1%	4%
CC(Sc1nnc(COc2ccc(Cl)cc2)n1Cc1ccco1)C(=O)N1CCNC1=O (stereo not given)	x	-1%	-5%	-1%	-10%	-11%	x	-5%	x	-7%
CN(CC(=O)Nc1ccccc1Cl)C(=O)COC(=O)c1ccc([N+](=O)[O-])cc1Cl	x	-2%	5%	-2%	18%	-2%	x	0%	x	-2%
CCc1cccc(NC(=S)N(CCN(C)C)C2CCN(C(C)C)CC2)c1	0%	-1%	-3%	-2%	-14%	-4%	4%	0%	-2%	5%
Cc1ccc(NC(=S)N(CCCN2CCC(C)CC2)Cc2ccco2)cc1C	-6%	-1%	11%	1%	-49%	-2%	-10%	-2%	u	-7%
CC(C)(C)C(=O)Nc1nnc(CCc2ccccc2)s1	-4%	12µM*	1%	u	4.5µM*	5.6µM*	u	4µM*	u	1%
COc1ccccc1NCC(=O)N/N=C(\C)c1cccs1	6%	-8%	3%	-4%	0%	13%	-17%	15%	13%	-2%
CC1Oc2ccccc2N(CC(=O)NCC2CCCO2)C1=O (stereo not given)	-10%	4%	-2%	1%	1%	0%	-1%	3%	36%	0%
CCC(OC(=O)c1nsc(Cl)c1Cl)C(=O)NC(C)(C)C (stereo not given)	-5%	-2%	1%	-1%	10%	-18%	-6%[10 µM]	0%	3%	8%
C=CCNC(=S)NNC(=O)c1ccco1	-1%	-9%	-5%	0%	2%	-1%	-12%	-8%	u	-1%
Cc1cc(NN)nc(NS(=O)(=O)c2ccccc2)n1	-2%	5%	-1%	0%	-30%	-1%	-23%	-1%	-39%	0%
O=C(NCc1cccs1)c1ccc2ccccc2n1	5%	u	27%	8%	41%	4%	1%	0%	1%	3%
CC(=O)c1ccc(C(=O)N2CCCC(CNC(=O)c3ccccc3Cl)C2)cc1 (stereo not given)	-10%	-4%	19%	6%	-23%	8%	20%	-1%	-41%	2%
O=C(c1ccc(S(=O)(=O)N2CCCC2)cc1)N1CCCCCC1	-1%	5%	1%	-4%	6%	-7%	0%	9%	16%	1%
COc1ccc(OC)c(C2C(C(=O)Nc3ccc(F)cc3)=C(C)Nc3nc(CCCO)nn32)c1 (stereo not given)	u	2%	0%	-9%	-1%	-4%	-6%	-4%	-14%	7%
Cc1nn(-c2ccccc2)c(Cl)c1C(=O)NNC(=O)c1ccncc1	x	-4%	9%	2%	10%	2%	x	-6%	x	2%
Cc1ccc(NC(=O)c2nc[nH]c2C(=O)N(C)Cc2ccccc2)cc1	x	u	u	-1%	-12%	0%	x	8%	x	-5%
O=C(NC1CCCCC1)Oc1cccc2ccccc12	-3%	1%	0%	1%	-16%	-4%	-5%	-5%	0%	2%
Cc1ccc(NC(=O)c2ccc3c(c2)N(CC(=O)NC(C)C)C(=O)C(C)(C)O3)cc1	6%	0%	2%	-5%	-12%	-4%	2%	1%	-13%	1%
COCCn1c(C)cc(C(=O)CSc2nc(C)c(C)c(C)n2)c1C	11%	-19%	0%	0%	-26%	0%	1%	-6%	7%	4%
Cn1cnc2c(NCc3ccco3)ncnc21	-4%	-3%	-2%	-1%	1%&6%	0%	4%	-2%	14%	-12%
CCN(CC)c1ccc2cc(-c3nnc(-c4ccccc4)o3)c(=O)oc2c1	20%	u	u	u	1.4µM*	u	-11%	2.8µM*	-4%	4%
COc1cccc(NC(=O)C2CC2(c2cccc(OC)c2)c2cccc(OC)c2)c1 (stereo not given)	x	11%	-3%	-2%	-65%	-15%	-15%	-4%	11%	0%
CCOC(=O)CNC(=O)N1CCCC(N(C)CCc2ccccc2)C1 (stereo not given)	-20%	-10%	u	0%	-1%	3%	-3%	6%	-22%	-1%
COc1ccc(-n2nc3c(c2NC(=O)c2ccco2)CS(=O)(=O)C3)cc1	-2%	5%	0%	u	-17%	-3%	-10%	-4%	5%	-4%
Cc1cccc(N2CC(O)=C(c3nc4ccccc4n3C)C2=N)c1	-1%	-9%	0%	2%	4%	0%	-4%	1%	-36%	-6%
COC(=O)c1c[nH]n2c(=O)c(C(C)C)c(C)nc12	-8%	-1%	-1%	0%	3%	-3%	-5%	0%	-4%	1%
CC(NC(=O)CCn1nc(-c2ccc(Cl)cc2)ccc1=O)c1ccccc1 (stereo not given)	14%	-12%	-1%	4%	0%	-6%	-19%[10 µM]	-2%	29%	4%
Cc1csc(NC(=O)Cc2coc3cc(C)c(C(C)C)cc23)n1	-1%	1%	-2%	-5%	-29%	-5%	-26%	1%	-5%	26%
CCn1cc(C(=O)NCCCOC(C)C)c(=O)c2cc(S(=O)(=O)N3CCCC3)ccc21	0%	1%	5%	4%	-2%	4%	-12%	-4%	-1%	-2%
C[C@@H]1CC=C[C@@H]2[C@H]1C(=O)N(Cc1ccccc1)[C@H]2c1ccccc1Br	x	x	2%	-11%	-18%	x	u	x	10%	-8%
CCN(c1ccc(NC(=O)c2cccc(S(=O)(=O)N3CCN(C)CC3)c2)cc1)C(C)C	u	1%	0%	20%	-33%	-2%	u	2%	u	u
O=C(OCC(=O)N1CCCC1=O)c1ccc(Cl)cc1[N+](=O)[O-]	x	-18%	11%	0%	11%	2%	x	0%	x	0%
O=c1[nH]c(CN2CCN(c3ccc([N+](=O)[O-])cc3)CC2)nc2ccsc12	u	0%	-11%	-12%	-27%	-10%	2%	-6%	17%	2%
O=C(O)c1cc(-c2ccccc2Cl)n(-c2ccc(F)cc2)n1	5%	-1%	1%	0%	-5%	-3%	-1%	2%	16%	8%
Cc1cccc(NC(=S)NC(=O)c2ccco2)c1C	6%	u	16%	u	92%	u	11µM*	u	3.5µM*	-1%
Cc1cc([N+](=O)[O-])ccc1NC(=O)c1ccc(NC(=O)C(C)C)cc1	20%	1%	-6%	-7%	-4%	1%	1%	-5%	32%	-4%
O=C(O)c1cccc(S(=O)(=O)Nc2ccc(O)c(Sc3nc4ccccc4s3)c2)c1	u	-7%	1%	3%	1%	-1%	-4%	2%	-8%	5%
O=C(c1ccncc1)N(c1ccc2oc3c(c2c1)CCCC3)S(=O)(=O)c1ccc(F)cc1	-2%	1%	u	1%	-89%[inhibitor]	-1%	6%	-2%	-5%	-1%
O=C(NC1=NCCS1)c1ccc(OCC2CCCO2)cc1 (stereo not given)	0%	u	u	u	10%	0.35µM*	u	0.4µM*	u	-6%
CC1=C(C)CC(C(=O)NCc2ccccc2F)C(C(=O)O)C1 (stereo not given)	-4%	5%	u	-2%	x	9%	-2%	0%	-2%	x
CC1CCc2c(sc(NC(=O)c3ccc(N4C(=O)CCC4=O)cc3)c2C(N)=O)C1 (stereo not given)	x	9.5µM*	-3%	0%	-27%	2%	x	-4%	x	-25%
COC(=O)C1=C(C)N(CCCC(=O)O)C(=O)NC1c1cccs1 (stereo not given)	-10%	4%	5%	1%	1%	-1%	1%	0%	-15%	10%
O=C(CCCCCCN1C(=O)c2ccccc2C1=O)Nc1nccs1	7%	3%	-6%	-3%	-7%	2%	-7%	-3%	u	0%
CCOC(=O)c1ccccc1NC(=O)CSc1ccccc1	-16%	-11%	-4%	0%	-5%	3%	-1%	0%	37%	-1%
COc1ccccc1-c1noc(CCCC(=O)N2CCOCC2)n1	-12%	-2%	3%	0%	-5%	-3%	4%	1%	u	18%
Cc1c(C(=O)N2CCOCC2)sc(NC(=O)c2ccc([N+](=O)[O-])cc2)c1C#N	u	-1%	-2%	-18%	-33%	-3%	1%	0%	14%	4%
Cc1ccc(C(=O)N/N=C/c2ccc([N+](=O)[O-])s2)cc1	u	-7%	-12%	-5%	-82%	-40%[inhibitor]	1.3µM*	-37%[inhibitor]	0.71µM*	-14%
Cc1ccc([N+](=O)[O-])cc1NC(=O)C[n+]1ccccc1	u	-3%	-3%	0%	1%	-1%	-9%	-1%	-24%	-3%
O=C(O)C1CN(c2nc(Cl)ccc2[N+](=O)[O-])C1	u	4%	20%	0%	-2%	-12%	-1%	0%	-2%	2%
CC(/C=N/N1CCN(c2ccccn2)CC1)=C\c1ccccc1	-9%	u	u	u	u	u	-1%	u	-4%	4%
CC1(C(=O)Nc2nnc(C(C)(C)C)s2)Cc2ccccc2C(=O)O1 (stereo not given)	-1%	-4%	3%	3%	3%	-7%	u	0%	-8%	x
CCCCN(C(=O)c1cc2c(s1)CCCCC2)c1c(N)n(CC(C)C)c(=O)[nH]c1=O	x	1%	-2%	5%	-16%	3%	x	0%	x	-1%
